Compound activity deposited in PubChem by National Center for Advancing Translational Sciences (NCATS).
TDP1 block: qHTS Assay for Inhibitors of Tyrosyl-DNA Phosphodiesterase (TDP1) | Tyrosyl-DNA phosphodiesterase 1 (Homo sapiens), Q9NUW8 | recombinant TDP1, AlphaScreen DNA substrate cleavage | Potency, µM (highest dose often 130 µM), inactives show at the highest dose activity change, negative = inhibition, most hits filed as inhibitors | 350,000 tested, 0.28% active; note: nearly all actives have a fitted effect of over 40% in size
Target sequence (Q9NUW8 whole entry, looked up): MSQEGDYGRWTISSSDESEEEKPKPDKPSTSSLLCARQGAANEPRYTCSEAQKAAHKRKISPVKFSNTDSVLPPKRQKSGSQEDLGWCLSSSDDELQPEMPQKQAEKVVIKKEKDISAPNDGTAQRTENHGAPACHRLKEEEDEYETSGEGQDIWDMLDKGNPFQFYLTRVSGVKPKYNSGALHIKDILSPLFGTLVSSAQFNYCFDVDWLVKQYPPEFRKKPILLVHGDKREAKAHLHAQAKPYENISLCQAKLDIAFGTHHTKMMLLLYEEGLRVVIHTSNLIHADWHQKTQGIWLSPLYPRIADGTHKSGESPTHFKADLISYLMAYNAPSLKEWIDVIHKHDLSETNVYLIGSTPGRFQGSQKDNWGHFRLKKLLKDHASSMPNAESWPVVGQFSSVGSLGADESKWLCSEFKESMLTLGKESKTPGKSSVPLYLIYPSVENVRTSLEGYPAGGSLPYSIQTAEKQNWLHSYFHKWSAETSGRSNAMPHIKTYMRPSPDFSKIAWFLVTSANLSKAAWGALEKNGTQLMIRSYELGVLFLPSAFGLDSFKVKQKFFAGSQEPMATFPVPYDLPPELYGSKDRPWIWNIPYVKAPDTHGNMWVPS
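Enzyme-compound mixtures sat 15 min at room temperature, followed by a 5 min reaction with 15 nM final substrate and 10 min with AlphaScreen beads. Recombinant human Tdp1 was used at 1 nM final.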
DT40 TDP1 no CPT: qHTS for Inhibitors of human tyrosyl-DNA phosphodiesterase 1 (TDP1): qHTS in cells in absence of CPT | 420,000 tested, 15% active | DT40 Tdp1-/- hTDP1 cells, no CPT, ATP luminescence, 48 h | Potency, µM (titrated, usually from 46.2 µM), for the others: at the highest dose activity change, negative = growth inhibition, most hits filed as inhibitors; note: nearly all actives have a fitted effect of over 55% in size
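A cellular qHTS used chicken DT40 cells lacking endogenous Tdp1 but carrying stably transfected human TDP1. Compounds were applied without camptothecin, and cell growth kinetics were judged by ATP-dependent luminescence after ≥48 hr.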
TDP1 cell CPT: qHTS for Inhibitors of human tyrosyl-DNA phosphodiesterase 1 (TDP1): qHTS in cells in presence of CPT; chicken DT40 Tdp1-/-;hTDP1 cells + 20 nM CPT, ATP luminescence, 48 h; Potency, µM (series often up to 46.2 µM), for the others: at the highest dose activity change, negative = growth inhibition, most hits filed as inhibitors; 420,000 tested, 12% active; note: nearly all actives have a fitted effect of over 55% in size
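Cell growth measured by CellTiter-Glo luminescence after a minimum 48 h, 37 C compound exposure with 20 nM CPT in Tdp1-knockout DT40 cells stably expressing hTDP1, seeded 400/well; qHTS titration format.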
Numbers without * were called inactive; ? = inconclusive; nt = no result given; & = joins results of further samples; [ ] = remark or other dose. Calls come from the whole dose curve; as a rule, active = well fitted curve in the direction sought with a large enough effect; inconclusive = small, poorly fitted or top-dose-only effect, or another doubt; inactive = no such curve, though single readings can be large; an effect the other way counts as inactive or inconclusive. % is set by controls: 0 for no effect and ±100 for the full control effect; potency is the fitted concentration of half-maximal effect.

Compound,TDP1 block,DT40 TDP1 no CPT,TDP1 cell CPT
O=C(Nc1cc(C(F)(F)F)ccc1Cl)c1cc2nc(-c3ccc4c(c3)OCO4)cc(C(F)(F)F)n2n1,1%,-3%,0%
c1ccc(CNc2nc3ccccc3n3cnnc23)nc1,8%,-13%,-1%
COc1ccc(NC(=O)c2cn(CCC#N)nc2-c2cc3ccccc3o2)cc1,0%,?,-28%
COc1cc(NC(=O)CN2CCN(S(=O)(=O)/C=C/c3ccccc3)CC2)cc(OC)c1OC,1%,?,?
CCN(CC)S(=O)(=O)c1ccc(Cl)c(C(=O)NCc2ccccc2Cl)c1,1%,?,-29%
CC(C)N(Cc1ccccc1)C(=O)CN1C(=O)c2ccccc2C1=O,nt,-1%,11%
Cc1ccc(-n2cnc3sc(C)c(C)c3c2=O)cc1,1%,-19%,-13%
OCc1cn(-c2ccccc2)nc1-c1ccc2c(c1)OCCO2,-7%,23µM*,?
C#CC(CC)(CC)NC(=O)NC1CCCCC1,-3%,2%,-6%
COc1ccc(C(=O)N/N=C(\C)CC(=O)Nc2ccc(Cl)cn2)cc1,nt,-18%,22%
Cc1cccc(C)c1N1CCN(S(=O)(=O)N2CCCCC2)CC1,-3%,?,-11%
O=C(NCc1ccc(Cl)cc1)C(=O)N/N=C/c1ccc(Br)cc1,0%,-1%,-20%
CCOC(=O)c1ccc(NC(=S)NCc2cccnc2)cc1,2%,-16%,?
O=C(CCl)N1CCN(C(=O)C2COc3ccccc3O2)CC1 (stereo not drawn),0%,3.7µM*,?
C=CCNc1nc2ccccc2nc1NS(=O)(=O)c1cccc(C)c1,nt,-30%,-3%
c1ccc(Cc2noc(CN3CCN(C4CCc5ccccc5C4)CC3)n2)cc1 (stereo not drawn),-10%,?,-10%
COc1cccc(N(Cc2nnc3n2CCCCC3)C(=O)Nc2cccc(Cl)c2)c1,0%,-19%,-23%
O=S(=O)(Nc1ccc(C(F)(F)F)cc1)c1cccs1,nt,-1%,3%
O=C(NCCNc1ccnc2cc(Cl)ccc12)c1ccccc1F,nt,4.1µM*,6.5µM*
Cc1cccc2c1cnn2C(=O)Nc1ccccc1Br,nt,2%,-1%
CN(C)c1ccc(/C=C/c2ccnc3c2ccc2ccccc23)cc1,nt,?,?
CC(=O)n1cc([C@H]2C=C(C(=O)Nc3ccccc3)O[C@@H](OCc3ccc(CO)cc3)C2)c2ccccc21,6%,9.2µM*,8.2µM*
O=C(O)c1c[nH]c2ccc([N+](=O)[O-])cc2c1=O,nt,-18%,7%
CC(C)COc1ccc(C(=O)Nc2ccc(S(=O)(=O)Nc3ncccn3)cc2)cc1,3%[2.28 µM],0%,4%
N/C(=N\OC(=O)c1ccc2ccccc2c1)c1ccccc1Cl,-3%,13%,-5%
Cc1cccc(NC(=O)c2cccc(N3C(=O)C4CCC(C)CC4C3=O)c2)c1C (stereo not drawn),2%,-6%,1%
CSc1nnc2c(n1)OC(c1cccn1C)N(C(C)=O)c1ccccc1-2 (stereo not drawn),3%,-19%,12%
Cc1cc(NC(=O)COC(=O)/C=C/c2ccc(C)o2)no1,-15%,18%,-3%
COc1cccc(C(=O)NCCS(=O)(=O)NCCCc2ccccc2)c1,-13%[0.505 µM],-16%,-20%
COc1ccc(C(=O)NCCSCc2cccc(Cl)c2)cc1OC,nt,-25%,-24%
COc1ccc(-c2nnc(SCC(=O)O)n2Cc2ccccc2)cc1,nt,2%,2%
Cc1ccc(OS(=O)Nc2cccc3nccnc23)cc1 (stereo not drawn),5%,?,?
Cc1csc2nc(CNC(=O)C3CCCCC3)cn12,2%,4%,-7%
Cc1ccc(NC(=S)NC(=O)c2c(-c3ccccc3Cl)noc2C)cc1,-4%,?,-23%
Cc1ccc2ccccc2c1C(O)c1ncc(-c2ccc(F)cc2)[nH]1 (stereo not drawn),nt,?,?
CCOc1ccc(S(=O)(=O)N(CCO)CCO)cc1-c1nc2c(C(C)(C)C)nn(C)c2c(=O)[nH]1,5%,18µM*,?
CC(C(=O)N1CCCCC1)n1ncn2cccc2c1=O (stereo not drawn),4%[56.1 µM],6%,-3%
CCOc1nc(-c2ccc(Cl)cc2Cl)ccc1C#N,nt,-16%,-11%
CCCN(C(=O)c1nn(-c2ccc(OC)c(Cl)c2)c(=O)c2c1c1ccccc1n2C)c1ccccc1F,2%,-14%,-2%
O=C(CCCc1ccccc1)Nc1cccc(C(=O)O)c1,-5%,-1%,14%

Reformatted with two lines to a compound: entries from further up.
Below each SMILES – TDP1 block | DT40 TDP1 no CPT | TDP1 cell CPT
O=C(NCCNc1ccnc2cc(Cl)ccc12)c1ccccc1F
→ nt | 4.1µM* | 6.5µM*
Cc1cccc2c1cnn2C(=O)Nc1ccccc1Br
→ nt | 2% | -1%
CN(C)c1ccc(/C=C/c2ccnc3c2ccc2ccccc23)cc1
→ nt | ? | ?

Next part:
Compound,TDP1 block,DT40 TDP1 no CPT,TDP1 cell CPT
O=C1C(=Cc2cccc(O)c2O)SC(=S)N1CCCN1CCOCC1,nt,15µM*,13µM*
COc1ccc(S(=O)(=O)N2CCCCCC2)cc1NC(=O)c1c2c(nc3ccccc13)CCN(Cc1ccccc1)C2,8%,?,16µM*
CN(C(=O)CSc1cccc[n+]1[O-])c1ccccc1,-2%,6%,-9%
O=C(CCC1CCCCC1)Nc1nccs1,-1%,-18%,-16%
C[C@@H](C(=O)N[C@H](C(=O)O)c1ccccc1)n1nnc2ccccc2c1=O,-2%,3%,-6%
Nc1ccc(NC(=O)c2ccccc2)c2c1C(=O)c1ccccc1C2=O,-14%,16µM*,13µM*
Cc1ccc(NS(=O)(=O)c2ccc(OCC(=O)N3CCOCC3)cc2)cc1,4%,-23%,-22%
Cc1ccccc1Cn1c(C)nc2ccc([N+](=O)[O-])cc2c1=O,nt,-25%,-12%
CCOc1cccc(=O)c2c(C)n(CC3CCCO3)c(C)c12 (stereo not drawn),3%,-22%,-6%
CCn1c(CNC(=O)C23CC4CC(CC(C4)C2)C3)nnc1SC,0%,1%,6%
CC(=O)c1ccc(S(=O)(=O)Nc2ccc(-n3c(C)nc4ccccc4c3=O)cc2)cc1,nt,-25%,-10%
COc1ccc(C(=O)NCCc2nnc(SCC(=O)Nc3ccccc3F)n2C)cc1,0%,3%,-10%
Cc1ccc(C)n1-c1ccc(N2CCOCC2)cc1,11%,?,?
CCN1CCN(CC(O)COc2ccc3c(C)cc(=O)oc3c2)CC1 (stereo not drawn),-5%,-11%,28%
CCOc1ccccc1C(=O)N1CCN(c2ccc(C(F)(F)F)cn2)CC1,-2%,?,?
CCc1nc2c(OCc3cc(Cl)cc(Cl)c3)cccn2c1N(C=O)Cc1ccccc1,nt,?,26µM*
CC(C)c1ccc(CN(C(=O)C2COc3ccccc3O2)C2CCS(=O)(=O)C2)cc1 (stereo not drawn),5%,?,?
COc1ccc(C(=O)N[C@H](C(=O)Nc2sccc2C(N)=O)C(C)C)cc1,5%,?,?
CCCCOc1ccc(S(=O)(=O)Nc2cccnc2)cc1,1%,10µM*,9.2µM*
COCCN(C(=O)c1ccc(COc2ccccc2)o1)c1c(N)n(CC(C)C)c(=O)[nH]c1=O,1%,-4%,-5%
CC(=O)Nc1ccc2c3c(cccc13)C(=O)N(c1ccccc1)C2=O,1%,-4%,0%
Cc1ccccc1C(=NC(=O)c1ccccc1)c1ccccc1,-3%,?,-6%
CCCCOc1ccccc1C(=O)N(Cc1ccco1)C1CCS(=O)(=O)C1 (stereo not drawn),3%,-6%,5%
Cc1ccc(OCc2nnc(SCC(=O)C(C)(C)C)n2Cc2ccco2)cc1,4%,16µM*,?
CCCN1C(=O)C(=O)c2cc(C)ccc21,0%,3.3µM*,2.1µM*
CCS(=O)(=O)c1ccc2c(c1)N(S(=O)(=O)c1ccc(Cl)cc1)CC(C(=O)O)O2 (stereo not drawn),0%,-8%,-10%
NC(=O)Cc1ccc(Nc2nnc(-c3ccccc3)c3ccccc23)cc1,3%,0%,7%
S=C1NCCN1CC1CCN(CCCC2CCCC2)CC1,nt,-16%,-20%
CCN(CC(=O)NC1CCS(=O)(=O)C1)c1nc(-c2cccnc2)nc2ccccc12 (stereo not drawn),5%,-19%,4%
CCc1ccc2c(c1)cc(CN(C(=S)Nc1ccc(Cl)cc1)C1CC1)c1nnnn12,2%,?,-20%
CSc1nc2sc3c(c2c2nncn12)CCC3,-3%,-18%,-1%
N#Cc1ccccc1NC(=O)CSc1nnc(-c2ccccc2O)n1-c1ccccc1,7%,?,?
CCn1nc(C)c(C2C(C#N)=C(N)OC3=C2C(=O)CCC3)c1C (stereo not drawn),-3%,-2%,31%[activator]
CC1CN(CCCCOc2cccc(Oc3ccccc3)c2)CC(C)O1 (stereo not drawn),5%,?,?
O=C(Cn1c(=O)sc2ccccc21)Nc1ccc2c(c1)OCCO2,-4%,-13%,-25%
C1=C2C[N+]3(CCCC3)CC2Cc2ccc3ccccc3c21 (stereo not drawn),6%,?,?
O=C(O/N=C1\CCS(=O)(=O)c2sccc21)c1c(F)cccc1F,3%,-1%,-8%
CC(C)(Oc1ccc(Cl)cc1)C(=O)NCC(c1ccco1)N1CCCCC1 (stereo not drawn),1%,18µM*,21µM*
CC(C)NC(=O)c1ccccc1NC(=O)Cc1ccc(Cl)cc1,-2%,-8%,-9%
Cc1ccc(OCC(=O)NCC(=O)OCc2cc(=O)n3nc(CC(C)C)sc3n2)cc1,10%,-20%,-24%

A different layout for 2 compounds above:
Structure: N#Cc1ccccc1NC(=O)CSc1nnc(-c2ccccc2O)n1-c1ccccc1
  TDP1 block: 7%
  DT40 TDP1 no CPT: ?
  TDP1 cell CPT: ?

Structure: Cc1ccc(OCC(=O)NCC(=O)OCc2cc(=O)n3nc(CC(C)C)sc3n2)cc1
  TDP1 block: 10%
  DT40 TDP1 no CPT: -20%
  TDP1 cell CPT: -24%

Next results.
Compound,TDP1 block,DT40 TDP1 no CPT,TDP1 cell CPT
CCOC(=O)C1CCN(C(=O)C2CCN(c3nnc(C)c4c(C)n(-c5ccccc5)nc34)CC2)CC1,3%,?,?
N#Cc1c(N)nc2c(c1-c1ccc3c(c1)OCO3)CCCCCC2,1%,?,-19%
O=C(c1csc2ccccc12)n1cccn1,-7%,9%,1%
C[C@@H](CN=[N+]=[N-])CN1CC[C@H](O)CCC1=O,nt,-2%&-6%,-5%&-27%
O=C1NCCCC1C(=O)N/N=C/c1cccc(O)c1 (stereo not drawn),3%,-11%,1%
Cc1nc2ccccc2nc(C)c1=NOCC(=O)N(c1ccccc1)C(C)C,-3%,18µM*,?
Cn1c(=O)c2c(ncn2Cc2ccc(Cl)cc2)n(C)c1=O,9%,16µM*,5.8µM*
Cn1nc(-c2ccc(Cl)cc2)c2cc(C(=O)NCc3ccco3)sc21,0%,21µM*,?
COC(=O)C1=CO[C@@H](O)C2C(CO)=CCC12 (stereo partly drawn),1%,?,?
CCNc1ccc(C(=O)OCC(=O)NCc2ccccc2Cl)cc1[N+](=O)[O-],0%,-5%,1%
O=C(NCc1cccc(Cl)c1)c1cccc2c(-c3cccnc3)coc12,nt,?,16µM*
COc1cc(C(=O)NCC(c2ccco2)S(=O)(=O)c2cccs2)cc(OC)c1OC (stereo not drawn),-3%,?,?
Cn1cnc(C(=O)N2CCc3ccccc3C2)c1C(=O)N1CCc2ccccc2C1,nt,?,?

Complete entries from above. Values in the order: TDP1 block, DT40 TDP1 no CPT, TDP1 cell CPT
C[C@@H](CN=[N+]=[N-])CN1CC[C@H](O)CCC1=O in the list: nt, -2%&-6%, -5%&-27%
Cn1c(=O)c2c(ncn2Cc2ccc(Cl)cc2)n(C)c1=O in the list: 9%, 16µM*, 5.8µM*
O=C1NCCCC1C(=O)N/N=C/c1cccc(O)c1 (stereo not drawn) in the list: 3%, -11%, 1%
N#Cc1c(N)nc2c(c1-c1ccc3c(c1)OCO3)CCCCCC2 in the list: 1%, ?, -19%
